# Screening data as filed in PubChem.
# M. tuberculosis GlmU: inhibition of mycobacterial GlmU enzyme – biochemical, glucosamine-1-phosphate acetyltransferase (AID 1376) | Bifunctional protein GlmU (Mycobacterium tuberculosis (strain ATCC 25618 / H37Rv)) | M. tuberculosis GlmU acetyltransferase enzyme assay; higher % means a stronger effect | one-dose inhibition, %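 (tested at 30 µM in the primary screen)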; IC50 in µM for titrated hits | hit rate 0.25% among 220,000; in the data active means inhibition above about 13%; inconclusive means no clear call, values can overlap the other calls;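 further: 0% = complete reaction with vehicle and 100% = reaction without substrate; strong numbers were not always called active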
# Mtb RmlCD inh: M. tuberculosis RmlC/RmlD coupled enzyme inhibitors, primary screen, biochemical, compound mixtures, 384-well, from 1536-well plates | dTDP-4-dehydrorhamnose reductase (Mycobacterium tuberculosis (strain ATCC 25618 / H37Rv)) … | RmlC+RmlD coupled enzyme assay, percent inhibition; primary screen in compound mixtures | inhibition, % at 3.6 µM | hit rate 0.03% among 160,000 | AID 1533, 2009; in the data active means inhibition mostly above about 34%, no sharp cut-off; inconclusive means no clear call, values can overlap the other calls; inactive means mostly below about 22%; further: some results filed as inactive read as strong as hits
# Target sequence (P9WH09 whole entry, looked up): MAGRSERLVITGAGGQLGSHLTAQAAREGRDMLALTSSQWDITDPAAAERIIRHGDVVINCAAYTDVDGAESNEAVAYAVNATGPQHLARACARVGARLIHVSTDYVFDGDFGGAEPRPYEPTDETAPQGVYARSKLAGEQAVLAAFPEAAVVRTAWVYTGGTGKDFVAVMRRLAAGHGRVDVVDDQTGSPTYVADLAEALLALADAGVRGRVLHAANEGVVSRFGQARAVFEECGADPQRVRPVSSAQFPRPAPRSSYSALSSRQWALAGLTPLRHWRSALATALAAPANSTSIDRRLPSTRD
# Target sequence (P9WH11 whole entry, looked up): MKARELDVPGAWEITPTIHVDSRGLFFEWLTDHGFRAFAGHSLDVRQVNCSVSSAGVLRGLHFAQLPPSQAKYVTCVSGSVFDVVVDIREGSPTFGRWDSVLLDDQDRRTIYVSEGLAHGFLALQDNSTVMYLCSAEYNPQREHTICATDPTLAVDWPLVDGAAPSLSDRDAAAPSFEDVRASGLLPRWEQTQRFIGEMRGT
# The depositor's hits bear a star; u = inconclusive; x = not tested or not shown. This is a subset, so the mix of outcomes need not match the whole.
canonical_smiles	Mtb RmlCD inh	M. tuberculosis GlmU
Cc1ccc2cc(CN(C(=O)c3ccco3)c3ccccc3)c(=O)[nH]c2c1	-15	-1.2%
Cc1cc(C)c(NC(=O)C(C)OC(=O)c2cc(Br)c(Br)s2)c(C)c1 (stereo not given)	7	6.9%
O=C(COC(=O)CCc1c[nH]c2ccccc12)NC(c1ccccc1)c1ccccc1	3	4.6%
CCOC(=O)C(=CNc1ccc(-c2ccco2)c(Cl)c1)C(=O)OCC	7	8.3%
O=C(Nc1ccc2cn[nH]c2c1)c1ccc(S(=O)(=O)N2CCOCC2)cc1	x	-3.0%
Cc1ccc(-c2nn3c(C)nnc3s2)cc1NC(=O)c1ccc(-c2ccc(Cl)cc2Cl)o1	x	-1.0%
COc1ccc(NC2=Nc3cccc4cccc2c34)cc1	x	0.7%
CN1CCN(Cc2c(O)c(Cl)cc3c(-c4ccccc4)cc(=O)oc23)CC1	8	-2.6%
CCn1cc(/C=C/C(=O)Nc2ccn(Cc3c(F)c(F)c(F)c(F)c3F)n2)cn1	1	-6.7%
CC(/C=C1\N=C(SCc2ccccc2)SC1=O)=C\c1ccccc1	8	-5.0%
Cc1ccc(/C=C2/C(=O)N(c3ccccc3)C(=S)N2C)o1	-1	-0.2%
CCOc1ccc(/C=N/NC(=O)CN2CCCCCCC2)cc1	-11	-5.0%
Cc1cccc(-c2noc(-c3ccc4c(c3)OCO4)n2)c1	x	0.8%
COc1ccc(CNCCC2(C(C)C)CCOC(C)(C)C2)cc1 (stereo not given)	x	-4.1%
Cc1nc(-c2ccccc2)sc1-c1ccn[nH]1	9	0.8%
Cc1cccc(N2C(=O)/C(=C\c3ccc(C(=O)O)cc3)c3ccccc3C2=O)c1	-8	0.1%
O=C1NC[C@@H](Cc2ccc(O)cc2)N(CC2CCCCC2)C1=O	-5	8.7%
CC(C)(C(=O)c1ccccc1)/[N+]([O-])=C/c1ccc(Br)cc1	x	-1.2%
Cn1nc(C(F)(F)F)c2cc(C(=O)Nc3ccc(Cl)cc3)sc21	x	-4.6%
CC(C)CC(NC(=O)C1CCCN1C(=O)OC(C)(C)C)C(=O)NCC(N)=O (stereo not given)	-4	-0.2%
COc1ccc(-c2csc(N(Cc3ccccc3)C(=O)COc3ccc(Cl)cc3)n2)cc1	6	0.8%
N#C/C(=C\c1ccco1)C(=O)NCc1ccccc1	1	1.4%
Cc1ccccc1NC(=O)C(c1ccccc1)C1CCCC1 (stereo not given)	-3	-2.8%
CC(=O)Nc1ccc(OC(=O)N(C)c2ccccc2)cc1	x	-0.5%
CCOC(=O)Cc1csc(NC(=O)CN(C)S(=O)(=O)c2cccc3cccnc23)n1	-4	3.5%
O=C(NCc1cccs1)c1noc2c1CCCCC2	-7	0.9%
COc1cccc(C2Nc3ccccc3C(=O)N2O)c1O (stereo not given)	-11	5.3%
C#CCOCCOCCOCCNc1nc(N2CCN(C(=O)[C@H]([C@@H](C)CC)n3cc([C@@H](N)CC(C)C)nn3)CC2)nc(N2CCN(C(=O)[C@H](CCCCN)n3cc([C@@H](N)C(C)CC)nn3)CC2)n1 (stereo not given in full)	x	-5.2%
O=C(CN1CCOCC1)Nc1ccc(Br)cn1	7	2.4%
OC(COCc1ccco1)CN1CCN(C(c2ccccc2)c2ccccc2)CC1 (stereo not given)	5	-3.8%
Nc1ccc(SCc2nc3cccc4c3n2CCC4)cc1	6	-0.8%
CCCCn1c(O)c(C(C)=NCCN2CCCCC2)c(=O)[nH]c1=O	x	1.3%
CSc1nc2ccc3nc(NC(=O)C4COc5ccccc5O4)sc3c2s1 (stereo not given)	9	9.2%
CCOC(=O)c1cnc2c(c(C)nn2C)c1Oc1cc(Cl)cc(Cl)c1	-3	-3.4%
N#C/C(=C\c1ccc(OCc2cccc(C(=O)O)c2)cc1)C(=O)NCc1ccco1	-7	4.6%
Cn1c(=O)c2c(ncn2CC(=O)N2CCCc3ccccc32)n(C)c1=O	12	1.2%
O=C1c2nccnc2C(=O)N1c1ccc(C(F)(F)F)cc1	2	2.8%
CCOC(=O)c1ccc(NC(=O)CCNc2c(N3CCCC3)c(=O)c2=O)cc1	3	-0.9%
c1ccc(-n2nnnc2SCc2cn3cccnc3n2)cc1	12	0.0%
CCOC(=O)N1CCN(c2c(NCc3ccccn3)c(=O)c2=O)CC1	x	7.7%
COc1ccccc1-c1c(C)nn2c(N3CCC(C)CC3)cc(C)nc12	-25	-4.2%
O=S(=O)(c1cnc(Cl)c(Cl)c1)N1CCN(c2ncccn2)CC1	-13	2.5%
CCSc1nc(-c2ccccc2)c(C#N)c(=O)[nH]1	x	0.8%
COc1ccc(C2CC(=O)N3CN(Cc4ccco4)CSC3=C2C#N)cc1 (stereo not given)	x	7.5%
Cc1ccc([N+](=O)[O-])cc1S(=O)(=O)N1CCCCC1C(=O)O (stereo not given)	-12	4.9%
O=C(O)c1cc(-c2ccccc2)nc2nc(N3CCCCC3)sc12	-2	-4.6%
Cc1cc(C(=O)NCc2ccccc2)no1	-5	-7.9%
Cc1ccc(C(=O)N/C(=C/C=C/c2ccccc2)C(=O)NCc2ccco2)cc1	-5	-1.5%
Cc1cc(C)c2cc(CN(Cc3nnnn3C3CCCCC3)CC3CCCO3)c(=O)[nH]c2c1 (stereo not given)	-7	7.0%
CCN1C(=O)/C(=C/N(C)c2ccccc2)OC1=S	0	5.3%
CCOC(=O)N/C(N)=N/c1nc2ccccc2s1	-1	u
CC(NC(=O)Nc1ccc(Cl)c(Cl)c1)C(c1ccccc1)N1CCOCC1 (stereo not given)	x	-1.4%
O=C(CSC1c2ccccc2-c2ccccc21)N/N=C/c1ccc(C(=O)O)cc1	-7	-3.8%
Cc1nc2cc(NS(=O)(=O)c3c(C)c(C)cc(C)c3C)ccc2s1	8	-3.1%
O=C1CCC(CCC(=O)N2CCCC(C(=O)c3cccc(C(F)(F)F)c3)C2)=NN1 (stereo not given)	1	1.6%
Cc1cc(C(=O)N(NC(=O)C(C)C)c2ccccc2)cs1	x	2.1%
COc1ccc(-n2ccnc2SCC(=O)NCc2ccc3c(c2)OCO3)cc1	-4	0.2%
Cc1nc2scc(-c3cccs3)c2c(=O)[nH]1	-5	2.5%
O=C(Nc1ccccc1C(=O)N1CCCCC1)c1cccc(S(=O)(=O)N2CCOCC2)c1	4	-0.4%
CC(=O)c1cc(C(C)=O)c(C)[n+](C)c1C	55	x

# Next structures
canonical_smiles	Mtb RmlCD inh	M. tuberculosis GlmU
COc1cc(OC)cc(-c2nc(-c3ccccc3OC)no2)c1	x	1.9%
Cc1cc(C)cc(NC(=O)N2CCCN(c3c(Cl)cncc3Cl)CC2)c1	x	4.0%
O=C(Nc1nnc(-c2ccc3c(c2)CCCC3)o1)c1c(F)cccc1F	8	3.9%
O=C(c1ccc2c(=O)n(C3CCCC3)c(=S)[nH]c2c1)N1CCc2ccccc21	x	-1.9%
CC(C)c1[nH]nc2c1C(c1ccc(OC(=O)c3ccco3)cc1)C(C#N)=C(N)O2 (stereo not given)	2	-1.3%
CCOC(=O)N1CCN(C(=O)CSc2ncccn2)CC1	4	4.5%
COc1ccc(-n2c(COc3ccc4c(c3)OCO4)nnc2SCC(=O)O)cc1	3	-2.7%
Cc1sc2nc(COC(=O)c3ccc(O)cc3)[nH]c(=O)c2c1C	x	-4.0%
COc1cccc2c(=S)c(CCC(C)=O)c(C)[nH]c12	10	1.5%
COC(=O)c1ccccc1S(=O)(=O)N(CCCN1CCOCC1)Cc1cccs1	4	-0.6%
COc1ccc(N2C(=O)C(Cl)=C(Nc3ccccc3OC)C2=O)cc1	x	3.9%
COC(=O)CCC(=O)OC1(C)C(=O)C2=CN(CC(C)C)C(c3ccc(OC)cc3)=CC2=C(Br)C1=O (stereo not given)	-11	-5.1%
CCCNC(=O)c1sc2c(c1C(=O)Nc1ccccn1)CCCC2	8	5.7%
Cc1cccc(C(=O)N(c2ccccn2)C(C)c2ccco2)c1 (stereo not given)	7	1.1%
O=C(NC1CCCC1)C1CC(=O)N(CCc2ccccc2)C1 (stereo not given)	11	-2.2%
Cc1cc(NC(=O)CSc2nnc(-c3c[nH]c4ccccc34)n2C)no1	x	-1.2%
CC(c1ccccn1)N(CCN(C)C)C(=S)Nc1ccccc1F (stereo not given)	-7	2.5%
COc1ccc(S(=O)(=O)N2CCN(C(=O)c3cccs3)CC2)cc1OC	x	3.0%
O=c1c2nnn(Cc3ccccc3)c2ncn1C/C=C/c1ccccc1	-5	2.4%
COCCNC(=S)N/N=C(\C)c1ccccc1OC	x	0.7%
Cn1c(=O)[nH]c(=O)c2c1nc(N1CCOCC1)n2CC(O)COc1ccc2ccccc2c1 (stereo not given)	6	5.2%
c1nnnn1C12CC3CC(CC(C3)C1)C2	-6	3.6%
CCOc1ccccc1NC(=O)Nc1cccc(C(C)=O)c1	-11	5.1%
O=C(Nc1nc2ccccc2[nH]1)C1CC(=O)N(c2ccc3c(c2)OCCO3)C1 (stereo not given)	x	2.3%

# Reprinted at random: 7 entries already listed.
canonical_smiles	Mtb RmlCD inh	M. tuberculosis GlmU
Cn1c(=O)[nH]c(=O)c2c1nc(N1CCOCC1)n2CC(O)COc1ccc2ccccc2c1 (stereo not given)	6	5.2%
c1nnnn1C12CC3CC(CC(C3)C1)C2	-6	3.6%
Cc1cc(NC(=O)CSc2nnc(-c3c[nH]c4ccccc34)n2C)no1	x	-1.2%
COCCNC(=S)N/N=C(\C)c1ccccc1OC	x	0.7%
O=c1c2nnn(Cc3ccccc3)c2ncn1C/C=C/c1ccccc1	-5	2.4%
COc1ccc(S(=O)(=O)N2CCN(C(=O)c3cccs3)CC2)cc1OC	x	3.0%
CC(c1ccccn1)N(CCN(C)C)C(=S)Nc1ccccc1F (stereo not given)	-7	2.5%

# Going on with the list.
canonical_smiles	Mtb RmlCD inh	M. tuberculosis GlmU
CN(C)c1ccc(C(=S)N2CCOCC2)cc1Br	14	-3.5%
Cc1cc(C)cc(NS(=O)(=O)c2ccc(NC(=O)C3CCCCC3C(=O)O)cc2)c1 (stereo not given)	2	6.0%
CSc1c(-c2ccccc2)nc2ccc(Cl)cc2c1C(=O)O	x	0.5%
Cn1cnc(S(=O)(=O)N2CCN(c3ccc(F)cc3)CC2)c1	4	2.2%
Cc1snc2sc(C(=O)c3ccc(Br)cc3)c(N)c12	3	-2.3%
COC(=O)c1c[nH]c(=O)c2ccccc12	-8	-2.1%
O=C(/C=C/c1cccc([N+](=O)[O-])c1)OCC(=O)c1ccccc1	-10	2.4%
O=C(NCc1ccc(-c2nc3ccccc3s2)cc1)c1ccc(Br)o1	7	4.7%
O=C(N/N=C/c1cc2ccccc2nc1Cl)[C@H]1C[C@@H]1c1ccccc1	1	2.0%
COc1ccc2c(-c3ccccc3)cc(N3CCOCC3)nc2c1	14	3.2%
ClC1(Cl)CC1CSc1nc2ccccc2[nH]1 (stereo not given)	4	2.7%
CC(NCc1ccc(Cl)cc1Cl)C(O)c1ccccc1 (stereo not given)	x	-1.6%
Cc1nnc(SCc2nnc(-c3ccccc3Br)o2)s1	-13	0.9%
CC(C)N(C(=O)CSc1nn2c(=O)c(C(C)(C)C)nnc2s1)c1ccccc1	-2	0.3%
O=C(NN1C(=O)C2C3C=CC(C3)[C@H]2C1=O)c1cccnc1 (stereo not given in full)	19	-3.5%
CCOc1ccc(N2CC(C(=O)Nc3cccc(S(=O)(=O)N4CCCCC4)c3)CC2=O)cc1 (stereo not given)	25	5.6%
Cn1c(C(=O)N2CCN(Cc3ccccc3)CC2)cc2c(=O)n(C)c3ccccc3c21	12	-0.7%
Cc1nn(C)c(Oc2ccc(Cl)cc2)c1C=O	-9	0.6%
CCNC(=O)COc1cc(C)c(Br)c(C)c1	4	0.5%
COc1ccc(NC(=S)N2CCN(C(c3ccccc3)c3ccccc3)CC2)c(OC)c1	6	-1.0%
CCC(=O)N(Cc1cc2c(C)cc(C)cc2[nH]c1=O)C1CCCCC1	-5	0.1%
CN1C(=O)/C(=C/C=C2\SCCN2C)N(C)C1=S	7	-3.7%
COc1ccc(-n2c(C(C)(C)C)csc2=Nc2c(C)n(C)n(-c3ccccc3)c2=O)cc1	2	6.3%
NC(=O)C1CCN(CC(=O)Nc2cc(Cl)ccc2Oc2ccccc2)CC1	3	-2.1%

# Some of the entries so far, with each value named.
COc1ccc(NC(=S)N2CCN(C(c3ccccc3)c3ccccc3)CC2)c(OC)c1
  Mtb RmlCD inh = 6	M. tuberculosis GlmU = -1.0%
CCC(=O)N(Cc1cc2c(C)cc(C)cc2[nH]c1=O)C1CCCCC1
  Mtb RmlCD inh = -5	M. tuberculosis GlmU = 0.1%
CN1C(=O)/C(=C/C=C2\SCCN2C)N(C)C1=S
  Mtb RmlCD inh = 7	M. tuberculosis GlmU = -3.7%

# The list goes on.
canonical_smiles	Mtb RmlCD inh	M. tuberculosis GlmU
Cc1cc(=O)[nH]c(=S)[nH]1	x	0.5%
Cc1cc(C)nc(-n2ncc3c2CC(C)CC3=O)n1 (stereo not given)	0	-0.7%
CCn1c(CCCNC(=O)c2cccs2)nc2ccccc21	x	4.5%
O=C1CCn2nc(-c3ccc(Cl)cc3)cc2N1	x	-0.8%
Oc1[nH]c2ccccc2c1OCc1ccncc1	x	-9.1%
